Mtb UGM inh: M. tuberculosis UGM enzyme inhibitors, primary screen, biochemical, fluorescence polarization, single point; UDP-galactopyranose mutase (Mycobacterium tuberculosis (strain ATCC 25618 / H37Rv)), …; purified UGM, fluorescence polarization probe displacement; inhibition, % at 10 µM; hit rate 0.06% among 320,000; AID 504406, 2011; in the data active = inhibition above about 10%, passing the limit was not always enough; inconclusive = no clear call, values can overlap the other calls
BoNT-A LC inh2: BoNT/A light chain protease inhibitors, primary screen, biochemical, flow cytometry, MLPCN library | hit rate 0.17% among 360,000 | Botulinum neurotoxin type A light chain protease (Clostridium botulinum A str. ATCC 3502) | inhibition, % at 10 µM | multiplex microsphere protease substrate cleavage; also: plate controls were buffer without enzyme for full effect and enzyme alone for no effect
Mtb BioA inh: M. tuberculosis BioA enzyme inhibitors, primary screen, biochemical, plate reader, single point, HTS. inhibition, % at 9.99 µM. 7,8-diaminopelargonic acid synthase BioA (Mycobacterium tuberculosis). purified M. tuberculosis BioA enzyme. hit rate 0.096% among 360,000; in the data active = inhibition above about 40%; inconclusive = no clear call, values can overlap the other calls
Anthrax LF inh2: Bacillus anthracis LF protease inhibitors, primary screen, biochemical, multiplex microsphere, MLPCN library; Lethal factor (Bacillus anthracis), P15917; multiplex microsphere protease cleavage assay; inhibition, % at 10 µM; hit rate 0.12% among 360,000; AID 588501, 2011; also: plate controls were buffer without enzyme for full effect and enzyme alone for no effect
Target sequence (P15917 whole entry, looked up): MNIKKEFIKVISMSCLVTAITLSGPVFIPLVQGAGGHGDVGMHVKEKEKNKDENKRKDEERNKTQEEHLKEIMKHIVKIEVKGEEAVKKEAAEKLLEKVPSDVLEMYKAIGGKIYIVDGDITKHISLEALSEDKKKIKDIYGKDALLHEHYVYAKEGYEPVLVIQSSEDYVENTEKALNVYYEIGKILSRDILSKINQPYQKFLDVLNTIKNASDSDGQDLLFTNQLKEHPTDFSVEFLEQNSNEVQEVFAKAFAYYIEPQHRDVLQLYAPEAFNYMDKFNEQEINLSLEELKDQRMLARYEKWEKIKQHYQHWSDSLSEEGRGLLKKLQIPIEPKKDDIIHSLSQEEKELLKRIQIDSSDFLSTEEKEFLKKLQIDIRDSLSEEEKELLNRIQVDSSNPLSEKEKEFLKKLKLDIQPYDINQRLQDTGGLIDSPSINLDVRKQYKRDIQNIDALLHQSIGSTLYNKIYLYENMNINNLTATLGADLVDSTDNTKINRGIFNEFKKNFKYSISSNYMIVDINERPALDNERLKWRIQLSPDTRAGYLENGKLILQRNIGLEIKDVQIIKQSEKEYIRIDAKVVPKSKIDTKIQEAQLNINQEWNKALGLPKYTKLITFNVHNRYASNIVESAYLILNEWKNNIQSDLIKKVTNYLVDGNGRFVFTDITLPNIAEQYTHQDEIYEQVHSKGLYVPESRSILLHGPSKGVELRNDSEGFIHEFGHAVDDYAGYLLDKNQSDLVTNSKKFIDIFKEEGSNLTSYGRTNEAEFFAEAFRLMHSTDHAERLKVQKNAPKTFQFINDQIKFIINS
GDH-TPI inh: GDH-TPI coupling enzyme inhibitors, primary screen, artefact control for M. tuberculosis FBA inhibitor project, biochemical, absorbance, full deck | GDH-TPI coupled enzyme counterscreen, NADH absorbance | inhibition, % at 4.8 µM | hit rate 1.2% among 360,000 | AID 588335, 2011; in the data active = inhibition above about 30%;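 also: 0% = DMSO wells and 100% = wells lacking the enzyme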
PfHsp40 rescue: rescue of yeast from PfHsp40 toxicity, primary screen, S. cerevisiae, ATP luminescence | S. cerevisiae expressing PfHsp40, growth rescue | growth rescue, % at 12.5 µM | hit rate 0.68% among 340,000 | AID 504582, 2011; in the data active = growth rescue above about 28%, passing the limit was not always enough; inconclusive = no clear call, values can overlap the other calls;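 also: yeast W303a lacking pdr1 and pdr3 grown in galactose medium; growth measured after three days at 30 °C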
FBA Mtb inh: Mtb FBA enzyme inhibitors, primary screen, biochemical, fluorescence, strain H37Rv | Fructose-bisphosphate aldolase (Mycobacterium tuberculosis (strain ATCC 25618 / H37Rv)), … | hit rate 2.3% among 360,000 | purified M. tuberculosis FBA, fluorescence read-out | inhibition, % at 1 µM; in the data active = inhibition above about 27%;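 also: 0% = vehicle and 100% = reference inhibitor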
FadD28 binding: inhibitors of FadD28 bisubstrate probe binding, primary screen, biochemical, fluorescence polarization, single point | hit rate 0.22% among 360,000 | inhibition, % at 12.5 µM | AID 588549, 2011; in the data active = inhibition above about 8.5%, passing the limit was not always enough; inconclusive = no clear call, values can overlap the other calls
BoNT-F LC inh: BoNT/F light chain protease inhibitors, primary screen, biochemical, flow cytometry, MLPCN library; Multiplex microsphere protease cleavage assay; inhibition, % at 10 µM; Botulinum neurotoxin type F light chain protease (Clostridium botulinum); hit rate 0.22% among 360,000; in the data active = inhibition above about 35%, passing the limit was not always enough; inconclusive = no clear call, values can overlap the other calls; also: plate controls were buffer without enzyme for full effect and enzyme alone for no effect
* = called active by the depositor; ? = inconclusive; · = not tested or not shown. Rule as the data show it, unless noted: active = inhibition above about 30%; inconclusive = no clear call, values can overlap the other calls; inactive = below that.

entry	Compound	Mtb UGM inh	BoNT-A LC inh2	Mtb BioA inh	Anthrax LF inh2	GDH-TPI inh	PfHsp40 rescue	FBA Mtb inh	FadD28 binding	BoNT-F LC inh
1	O=C(NC1CCC(CC2CCC(NC(=O)C(Cl)Cl)CC2)CC1)C(Cl)Cl (stereo unspecified)	0.2	1.6	-0.5	-11	10	-0.4	-1	-4.5	?
2	NCc1oc(-c2ccccc2)cc1C(=O)O	0.6	-0.4	·	-13	-1	-0.1	2	-2.1	-10
3	CCC(CC)C(=O)Nc1ccc(C)c(O)c1	3.1	0.8	·	0	1	-1.4	1	-0.4	9
4	O=C(O)CCN1C(=O)c2ccc(NC(=O)Cc3ccc(Cl)cc3)cc2C1=O	3.5	0.3	·	-9	6	0.1	31*	-3.4	-5
5	O=C(O)c1ccc(S(=O)(=O)N(Cc2ccccc2)C2CCCCC2)cc1	2.0	2.2	-1.8	1	5	1.1	0	-1.1	18
6	CN1CCC(N(C)S(=O)(=O)c2ccc(NC(=O)Cc3ccc(F)cc3)cc2)CC1	·	·	-0.2	·	1	0.2	-1	-1.2	·
7	N/C(=N\OC(=O)c1cc(Cl)ccc1Cl)c1cccnc1	-1.1	0.3	-1.4	0	4	-0.5	-1	-0.2	-17
8	COc1ccccc1C(=O)NCCC(=O)NCC1COc2ccccc2O1 (stereo unspecified)	2.0	0.2	0.3	-10	-2	1.4	1	0.8	-3
9	CCc1cccc2c1NC(=O)C2(O)CC(=O)c1cccs1 (stereo unspecified)	0.5	-0.4	·	-2	0	-0.8	-7	-0.8	1
10	CCOC(=O)c1ccccc1NC(=S)N1CCC(N2CCCCC2)CC1	-1.9	0.7	·	-1	3	-0.8	3	-0.4	-10
11	CCc1nnc(NC(=O)c2ccc(S(=O)(=O)N(CC)CC)cc2)s1	-1.3	-1.1	-4.6	-2	18	-0.3	2	-0.4	-18
12	CC(=O)Nc1ccc(N(C(=O)c2ccco2)C(C(=O)NC2CCCC2)c2ccc(N(C)C)cc2)cc1 (stereo unspecified)	2.4	1.3	-1.2	9	-10	-1.5	-1	-4.1	16
13	O=C(COc1ccc(Cl)cc1)NNC(=O)c1ccncc1	3.0	-0.2	-1.1	-1	4	-0.2	0	-2.3	-4
14	C[N+]1(C2CCC3CCCC2C3O)CCCCC1 (stereo unspecified)	-2.3	-0.3	1.4	-3	4	0.7	-3	0.1	-9
15	O=C(N/C(=C/c1cccnc1)C(=O)N1CCOCC1)c1ccco1	-1.5	0.0	·	0	-3	0.3	10	0.1	2

Next records follow.
entry	Compound	Mtb UGM inh	BoNT-A LC inh2	Mtb BioA inh	Anthrax LF inh2	GDH-TPI inh	PfHsp40 rescue	FBA Mtb inh	FadD28 binding	BoNT-F LC inh
16	CCC(C)N1C(=O)CCC1C(=O)NCCc1ccc(Cl)cc1 (stereo unspecified)	-0.5	0.1	-2.0	11	8	-0.9	2	-0.9	3
17	Cc1cc(C(=O)CCC(=O)Nc2ccc(C(N)=O)cc2)c(C)s1	·	-0.1	-0.7	-5	-5	·	-5	-4.4	7
18	COc1ccc(Cl)cc1/C=N/NC(=O)c1c(-c2ccccc2)noc1C	-3.5	-1.0	0.1	-1	7	0.9	1	·	4
19	CCN(CC)S(=O)(=O)c1ccc(NC(=O)COC(=O)c2cnc(C)cn2)cc1	-0.1	-1.0	-1.0	1	-2	0.4	1	-1.9	-7
20	CC(=O)N/C(=N/c1nc(C)cc(C)n1)Nc1cc(C)cc(C)c1	2.9	0.0	-0.9	4	-5	-1.5	0	-1.4	26
21	Cc1cccc(OCC(=O)Nc2nnc(S(=O)(=O)N3CCCCCC3)s2)c1	2.9	-0.4	0.2	-8	16	1.1	-1	0.3	-5
22	O=C(COC(=O)c1ccc(Br)o1)Nc1cccc(S(=O)(=O)N2CCCCC2)c1	-0.1	-0.1	-0.4	-9	-7	1.5	-2	-6.0	-4
23	COc1ccc(/C=C/C(=O)Oc2ccc(/C=N\NC(=O)c3ccc(F)cc3)cc2)cc1	-1.8	-0.4	·	-1	1	-1.1	-7	-3.7	0
24	CCOc1ccc2nc(SCc3ccc(C(=O)OC)o3)[nH]c2c1	3.3	0.5	5.4	2	0	0.3	-2	-2.2	-9
25	Cc1cc(NC(=O)c2ccccc2)ccc1NC(=O)c1ccccc1Cl	-0.8	1.6	-1.5	4	11	0.3	9	0.2	14
26	CCCCN1C(=O)C(=O)N(CC(=O)N2CCc3ccccc32)C1=O	1.4	-0.9	0.2	-3	1	-0.8	1	-1.5	-1
27	Cc1noc(C)c1C(=O)N(C)Cc1ccccc1	4.8	0.8	·	2	15	-0.6	1	-3.0	8
28	Cc1c(Cl)cccc1NC(=O)CNc1ccccc1F	-0.5	0.1	0.5	0	7	-2.0	0	-1.9	3
29	CC1CN(C(=O)CCC(=O)NCc2cccnc2)c2ccccc2O1 (stereo unspecified)	1.1	-0.6	-0.6	1	1	-0.5	1	0.2	2
30	CC(C)c1ccccc1NC(=O)COC(=O)CNC(=O)c1ccc(Br)cc1	0.9	-0.3	·	0	-6	-1.3	-2	-0.7	-7

(cont.)
entry	Compound	Mtb UGM inh	BoNT-A LC inh2	Mtb BioA inh	Anthrax LF inh2	GDH-TPI inh	PfHsp40 rescue	FBA Mtb inh	FadD28 binding	BoNT-F LC inh
31	Cc1cccc(OCc2nc(-c3nonc3N)no2)c1C	0.0	?	-1.6	-1	13	-1.7	3	-0.9	-3
32	COc1cc(Nc2cc(C)nc3ncnn23)cc(OC)c1	3.5	-1.3	-0.9	-9	7	-1.0	-1	0.8	-13
33	Cc1cc(C)cc(N(CC(=O)Nc2c(C)n(C)n(-c3ccccc3)c2=O)S(C)(=O)=O)c1	0.1	0.8	-0.4	-1	4	-1.8	-3	-3.6	6
34	O=C(COC(=O)C1CCC(=O)N1)Nc1cccc([N+](=O)[O-])c1 (stereo unspecified)	-1.4	0.8	-1.9	-6	7	-0.2	8	0.2	-1
35	CC(C)C[C@H]1CNC(=S)N1C[C@H]1CCCN1C[C@H](Cc1ccc(O)cc1)N1C[C@H](Cc2ccc(O)cc2)N(CCc2ccccc2)C1=S	·	0.0	-2.1	0	·	·	-4	-3.5	-6
36	COCCCN(C(=O)CSCC(=O)Nc1cccc(C)c1)c1c(N)n(Cc2ccccc2)c(=O)[nH]c1=O	-0.9	1.1	-0.1	1	-2	-1.0	-2	-2.9	-6
37	CCOc1ccc(OCC(=O)OC(C)C(=O)NC2CCCCC2C)cc1 (stereo unspecified)	-2.9	0.1	-0.8	-1	6	-1.0	-1	-3.7	-3
38	O=C(NC1CC2CCCC(C1)N2S(=O)(=O)c1ccccc1)c1ccco1 (stereo unspecified)	0.0	0.2	·	-2	13	0.1	4	-2.3	-3
39	Fc1ccccc1/C=N/Nc1ncnc2nc[nH]c12	-0.7	-0.6	4.1	-3	28	1.2	-2	-2.5	-12
40	O=C(NCCC1=CCCCC1)c1ccc2c(=O)n3c(nc2c1)CCCCC3	0.9	0.2	1.1	2	8	0.1	1	-2.2	1
41	CCOc1ccccc1NC(=O)c1ccc2c(c1)C(=O)N(CC)C2=O	0.7	3.2	0.0	25	0	2.3	3	1.2	26
42	COC(=O)CSc1nc2ccccc2n1CC(=O)N(C(C)C)C(C)C	-0.1	-0.9	-1.5	-3	9	-0.3	0	-0.3	-2
43	N=c1c2c(n(Cc3ccc(Br)cc3)c3c1CCC3)CCCC2	-1.0	-0.2	·	-1	5	-0.7	1	0.1	-7
44	C/C(=N\O)C(C)Oc1ccc(Cl)cc1 (stereo unspecified)	1.7	-1.2	·	-4	8	-1.7	1	-2.1	2
45	CCCCn1nc(C(=O)NC2CCCCC2)c2ccccc2c1=O	·	-0.3	0.3	-1	5	·	5	-1.3	-11

Shown with one line to a screen: entries from further up.
33. Cc1cc(C)cc(N(CC(=O)Nc2c(C)n(C)n(-c3ccccc3)c2=O)S(C)(=O)=O)c1
34. O=C(COC(=O)C1CCC(=O)N1)Nc1cccc([N+](=O)[O-])c1 (stereo unspecified)
35. CC(C)C[C@H]1CNC(=S)N1C[C@H]1CCCN1C[C@H](Cc1ccc(O)cc1)N1C[C@H](Cc2ccc(O)cc2)N(CCc2ccccc2)C1=S
36. COCCCN(C(=O)CSCC(=O)Nc1cccc(C)c1)c1c(N)n(Cc2ccccc2)c(=O)[nH]c1=O
37. CCOc1ccc(OCC(=O)OC(C)C(=O)NC2CCCCC2C)cc1 (stereo unspecified)
38. O=C(NC1CC2CCCC(C1)N2S(=O)(=O)c1ccccc1)c1ccco1 (stereo unspecified)
39. Fc1ccccc1/C=N/Nc1ncnc2nc[nH]c12
40. O=C(NCCC1=CCCCC1)c1ccc2c(=O)n3c(nc2c1)CCCCC3

Compound	33	34	35	36	37	38	39	40
Mtb UGM inh	0.1	-1.4	·	-0.9	-2.9	0.0	-0.7	0.9
BoNT-A LC inh2	0.8	0.8	0.0	1.1	0.1	0.2	-0.6	0.2
Mtb BioA inh	-0.4	-1.9	-2.1	-0.1	-0.8	·	4.1	1.1
Anthrax LF inh2	-1	-6	0	1	-1	-2	-3	2
GDH-TPI inh	4	7	·	-2	6	13	28	8
PfHsp40 rescue	-1.8	-0.2	·	-1.0	-1.0	0.1	1.2	0.1
FBA Mtb inh	-3	8	-4	-2	-1	4	-2	1
FadD28 binding	-3.6	0.2	-3.5	-2.9	-3.7	-2.3	-2.5	-2.2
BoNT-F LC inh	6	-1	-6	-6	-3	-3	-12	1

New compounds follow.
entry	Compound	Mtb UGM inh	BoNT-A LC inh2	Mtb BioA inh	Anthrax LF inh2	GDH-TPI inh	PfHsp40 rescue	FBA Mtb inh	FadD28 binding	BoNT-F LC inh
46	O=C(c1cc(C2CC2)nn1-c1ccccc1)N1CCN(Cc2ccccc2F)CC1	·	-2.5	0.4	0	2	1.8	-1	-4.6	-6
47	CCOc1ccc(NC(=O)CN2CCN(CC(=O)Nc3ccc(Cl)c(C(F)(F)F)c3)CC2)cc1	0.8	-9.4	-1.6	-4	1	-0.1	0	-11	-12
48	Cc1cc(NC(=O)CSc2nc3c(c(=O)n2-c2ccc(Br)cc2)SCC3)no1	-0.3	1.4	0.7	-3	22	7.1	-3	-3.5	0
49	CCOCCCNS(=O)(=O)c1ccc(OC)c(Cl)c1Cl	3.9	0.1	·	-3	-1	1.6	1	-2.6	2
50	N#CC1=C(N)Oc2n[nH]c(-c3ccccn3)c2C1c1c(F)cccc1Cl (stereo unspecified)	-0.5	-0.5	·	1	0	-1.6	-1	-1.5	-8
51	CC(=O)N(Cc1ccccc1)c1c(N)nc(N)[nH]c1=O	-2.7	0.4	-0.7	2	0	-0.4	2	0.0	-5

Assay outcomes from PubChem.
